# Screening results (PubChem BioAssay)
# Mito fusion yeast = qHTS Assay for Small Molecule Inhibitors of Mitochondrial Division or Activators of Mitochondrial Fusion | S. cerevisiae fusion-defective mutant growth rescue, CellTiterGlo 48 h | Potency, µM (doses to about 46.1 µM), inactives show at the highest dose growth rescue (activation), hits mostly activators | hit rate 0.23% among 320,000;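 also: potency is read from the fitted curve at half-maximal effect; % of control where 0% means no effect; nearly all actives have a fitted effect of over 45% in size; temperature-sensitive fusion mutants such as fzo1-1 at 37 °C on non-fermentable ethanol glycerol medium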
#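 Yeast fusion mutant, YPEG (non-fermentable carbon), compound, 48 h at 37C non-permissive; CellTiterGlo added, 10 min RT, luminescence read. Rescued growth = division inhibition.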
# TCR activator = Activators of T cell receptors: qHTS campaign | Potency, µM (series often up to 9.22 µM), for inactives: at the highest dose activation of IL-2 secretion, usual class: activators | 330,000 tested, under 10 active | primary human leukocytes, anti-CD3, IL-2 HTRF, 48 h | AID 504894, 2011; also: % of control where 0% means no effect
#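 Human primary leukocytes + a-CD3 beads + cpd, 48 hr; IL-2 in supernatant by HTRF (ex 320nm / em 665nm). No co-stimulatory signal supplied.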
# ELG1 DNA repair = qHTS screen for small molecules that inhibit ELG1-dependent DNA repair in human embryonic kidney (HEK293T) cells expressing luciferase-tagged ELG1. HEK293T ELG1-luciferase reporter, luminescence, 16 h; DNA damage induced by 5-fluorouridine. Potency, µM (top dose mostly 46.1 µM), for the others: at the highest dose activity change, negative = inhibition, hits mostly inhibitors. hit rate 2.3% among 330,000. AID 504467, 2011; also: potency is read from the fitted curve at half-maximal effect; % is scaled to controls: 0 for no effect and ±100 for the full control effect; nearly all actives have a fitted effect of over 55% in size
#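 Overnight (16 hr) co-exposure of 2,000 cells/well to 5-fluorouridine and compound at 37 °C preceded detection. Luciferase was quantified via ONE-Glo luminescence; loss of signal denotes inhibition.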
# TRPV1 ag = HTS Assay for Compounds that Act as Agonists of the Vanilloid Receptor 1 | Transient receptor potential cation channel subfamily V member 1 (Homo sapiens), Q8NER1 | TRPV1-expressing cells, Fluo-8 calcium influx, agonist mode | activation, % at 8.33 µM | hit rate 0.19% among 320,000; in the data active = activation above about 80%; inconclusive = between about 30% and that limit; also: 0% is about no effect
#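 Fluo-8 calcium influx in TRPV1-expressing cells, kinetic read (ex 480/em 520 nm). Compound added and read 3 min for agonist activity, followed by capsaicin at EC20 final and 2 min further read for enhancement.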
# USP2a inh = qHTS Assay for Inhibitors of Ubiquitin-specific Protease USP2a Using CHOP2 as the Reporter. Ubiquitin carboxyl-terminal hydrolase 2 (Homo sapiens), O75604. USP2 core, Ub-CHOP2 coupled fluorogenic reporter, 485/531. Potency, µM (doses to about 38.3 µM), for the others: at the top dose activity change, negative = inhibition, usual class: inhibitors. hit rate 0.01% among 330,000. AID 463254, 2010;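 also: potency is read from the fitted curve at half-maximal effect; plate controls were DMSO wells for no effect and full inhibition by NEM control for full effect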
#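 Cell-free coupled assay: 10nM USP2 core preincubated 30min RT with compound in Tris-HCl pH 8.0/CaCl2/CHAPS buffer, then 25nM Ub-CHOP2 and 25nM reporter substrate; fluorescence (Ex 485/Em 531) read after 60min RT, normalized to NEM inhibition, concentration-response curves fitted.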
# AT treatment = qHTS Assay for Identifying a Potential Treatment of Ataxia-Telangiectasia; […] A-T fibroblasts, KAP-1 phosphorylation AlphaLISA; neocarzinostatin DNA damage 30 min before lysis; Potency, µM (highest dose often 57.5 µM), for the others: at the highest dose activation, actives largely listed as activators; hit rate 0.19% among 320,000; AID 485349, 2010; also: potency is read from the fitted curve at half-maximal effect; % of control where 0% means no effect; nearly all actives have a fitted effect of over 45% in size
#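 hTERT-immortalized A-T patient fibroblasts ([…]), 500 cells/well in OPTI-MEM, 1% FBS, got compounds for 60 min, then NCS for 30 min at 37C. Lysates were then assayed for phospho-KAP-1 by AlphaLISA (anti-pKAP1 donor, anti-KAP1 acceptor beads), 6 hr at 25C.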
# TSHR antagonist = Antagonists of the Thyroid Stimulating Hormone Receptor: HTS campaign; Thyrotropin receptor (Homo sapiens), P16473; TSHR-expressing cells, TSH-stimulated cAMP HTRF, 2 h; stronger effect = lower value; activity change, negative = inhibition, % at 11.5 µM; hit rate 0.2% among 330,000;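 active = activity change below a set negative limit, meaning inhibition stronger than a set level, cut at about -70% in these data; inconclusive = activity change between two set negative limits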; also: % is scaled to controls: 0 for no effect and ±100 for the full control effect
# Target sequence (P16473 whole entry, looked up): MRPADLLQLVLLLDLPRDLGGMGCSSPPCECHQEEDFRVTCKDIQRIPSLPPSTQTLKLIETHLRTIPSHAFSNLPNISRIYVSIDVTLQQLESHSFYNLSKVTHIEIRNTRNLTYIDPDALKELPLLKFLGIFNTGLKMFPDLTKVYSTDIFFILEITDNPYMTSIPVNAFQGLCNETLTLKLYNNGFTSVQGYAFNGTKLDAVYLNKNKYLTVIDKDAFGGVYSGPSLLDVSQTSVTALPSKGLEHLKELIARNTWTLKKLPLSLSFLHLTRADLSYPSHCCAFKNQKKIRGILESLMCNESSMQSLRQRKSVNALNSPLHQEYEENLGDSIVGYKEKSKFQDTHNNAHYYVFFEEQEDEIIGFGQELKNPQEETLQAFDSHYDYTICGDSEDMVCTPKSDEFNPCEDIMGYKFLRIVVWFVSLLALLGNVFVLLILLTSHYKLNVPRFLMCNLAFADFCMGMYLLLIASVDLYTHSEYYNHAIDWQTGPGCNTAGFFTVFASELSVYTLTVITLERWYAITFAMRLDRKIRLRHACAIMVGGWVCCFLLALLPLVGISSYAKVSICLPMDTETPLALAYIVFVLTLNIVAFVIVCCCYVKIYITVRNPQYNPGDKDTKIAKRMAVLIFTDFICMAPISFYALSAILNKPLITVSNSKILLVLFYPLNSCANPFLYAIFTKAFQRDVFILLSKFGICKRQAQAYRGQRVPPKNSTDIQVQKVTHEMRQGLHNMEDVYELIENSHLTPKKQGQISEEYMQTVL
#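 Read-out is FRET at 665 nm (cryptate excitation 337 nm) from a cryptate-tagged anti-cAMP antibody, competed by cell cAMP against cAMP-d2. Compounds are tested on freshly harvested TSHR cells challenged with 4nM TSH (EC80) for 2 hours at 37 deg C.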
# KCNH2 WT inh = qHTS for Inhibitors of KCHN2 3.1: Wildtype qHTS | U2OS, BacMam KCNH2, thallium flux FluxOr; stronger effect = lower value | activity change, % at 1.84 µM | hit rate 0.37% among 340,000;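 active = maximum activity change below -70%; inconclusive = maximum activity change between -70% and -50%; inactive = maximum activity change above -50%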; also: % is scaled to controls: 0 for no effect and ±100 for the full control effect
#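 U2OS cells were transduced with wild-type KCNH2 virus (2.03 x 10^8 / mL) for 4 h at room temperature, then cultured overnight at 37 C. Thallium flux was read with FluxOr dye. Rate constants were normalized to DMSO controls.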
# KCNH2 3.1 inh = qHTS for Inhibitors of KCHN2 3.1: Mutant qHTS; Potassium voltage-gated channel subfamily H member 2, brain isoform KCNH2 3.1 (human); U2OS KCNH2 3.1, thallium flux FluxOr; stronger effect = lower value; activity change, % (tested at about 1.8 µM); hit rate 0.95% among 340,000; AID 720553, 2013;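 active = maximum activity change below -70%; inconclusive = maximum activity change from -70% to -50%; inactive = maximum activity change above -50%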;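 also: thallium influx rate constant from kinetic fluorescence after stimulation buffer; % is scaled to controls: 0 for no effect and ±100 for the full control effect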
#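 We transduce U2OS cells with the mutant 3.1 virus, culture them overnight, load FluxOr with Red40 quencher for 45 min, then add stimulation buffer and read kinetically for 2 min to derive a normalized rate constant.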
# Eya2 phos inh = qHTS Assay for Inhibitors of the Phosphatase Activity of Eya2. recombinant Eya2, OMFP fluorescence dephosphorylation (OMFP is methylfluorescein phosphate). Potency, µM (doses to about 76.9 µM), without a hit: at the top dose activity, negative = inhibition, actives largely listed as inhibitors. hit rate 0.006% among 330,000; also: potency is read from the fitted curve at half-maximal effect; % is scaled to controls: 0 for no effect and ±100 for the full control effect
#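 Eya2 (0.2 uM) preincubated 10 min at ambient with compound, then OMFP substrate added at 50 uM; 10 min reaction in 50 mM HEPES pH 7.5, 50 mM NaCl, 5 uM MgCl2, 0.05% BSA, 1 mM DTT. Fluorescence read at Ex 485/Em 525 nm.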
# * hit, by the source's call; ? = inconclusive; . = not tested or not shown; [ ] = dose if it differs, or a comment. Unless noted, calls follow the shape of the dose curve; as a rule, active = well fitted curve in the direction sought with a large enough effect; inconclusive = small, poorly fitted or top-dose-only effect, or another doubt; inactive = no such curve, though single readings can be large; an effect the other way counts as inactive or inconclusive. Not all compounds are listed; rates above refer to the full screens.
SMILES,Mito fusion yeast,TCR activator,ELG1 DNA repair,TRPV1 ag,USP2a inh,AT treatment,TSHR antagonist,KCNH2 WT inh,KCNH2 3.1 inh,Eya2 phos inh
CCOCCCNC(=S)N(CCO)Cc1cc2cc3c(cc2[nH]c1=O)OCCO3,2%,5%,0%,1,-1%,-5%,37,4,6,-6%
Cc1ccc(-c2csc3nc[nH]c(=O)c23)cc1C,-16%,-1%,-8%,6,-1%,1%,5,-5,-10,-4%
CC(=O)c1c[nH]c(C(=O)NC2CCCCCC2)c1,2%,-1%,13%,2,2%,5%,2,4,-13,0%
CCSc1ccccc1C(=O)N1CCN(c2ccc([N+](=O)[O-])cc2)CC1,7%,5%,?,6,-3%,-8%,-6,.,-36,-11%
O=c1nc2sc3ccccc3n2c(=O)n1-c1cccc(Cl)c1,23%,-5%,?,-1,0%,1%,9,6,-6,-32%
COc1ccc(/C=N/Nc2nccnc2Cl)c(OC)c1,-1%,0%,?,-2,6%,-2%,-2,-2,-1,-3%
CC1CCN(C(=O)c2ccc3c(Cl)c4c(nc3c2)CCCC4)CC1,15%,-7%,8%,6,0%,10%,-4,2,20,-4%
O=C1CC(=O)N(Cc2ccco2)C(=S)N1,2%,8%,3%,2,?,-1%,25,1,8,35%
COc1cccc(NC(=O)NCc2c(-c3ccccc3)noc2C)c1,-5%,-12%,?,?,1%,22%,-4,4,-11,-6%
O=C(Nc1cccnc1Cl)c1ccc(Cl)c([N+](=O)[O-])c1,.,-4%[46.1 µM],-17%,-2,3%,2%,13,-1,2,3%
COc1ccc(Cl)c(Cn2c(NCc3ccccn3)nc3c2c(=O)n(C)c(=O)n3C)c1,-21%,-6%,-8%,-6,1%,-9%,-7,0,6,-38%
CC(C)CSC1=NSC2=NC(=O)/C(=C\c3ccccc3)C(=N)N12,-1%,-1%,?,2,2%,-3%,-13,1,-5,8%
CCCN(CC(=O)Nc1ccc(F)c(F)c1F)C(=O)c1ccc2c(c1)NC(=O)CS2,.,-2%,?,.,-1%,6%,2,28,-10,2%
CCOC(=O)c1ccc(OCCOc2ccccc2C)cc1,-3%,.,?,14,-2%,19%,?,-4,17,-4%
CCn1c2ccc(C)cc2c2nc3cc(C(=O)O)ccc3nc21,20%,-10%[46.1 µM],?,-1,-1%,-5%,-5,-7,4,-30%
Cc1ccc(N(CN2CCCC2=O)C(=O)c2ccc(C)c(C)c2)cc1,4%,0%,-4%,26,-1%,7%,-10,-13,5,-17%
CC(C)(C)c1ccc(Oc2cccc(C3CC(=O)C(C4NCCc5ccccc54)C(=O)C3n3cncn3)c2)cc1 (configuration not stated),2%,15%,-18%,4,-22%,0%,3,32,-15,16%
O=C(NCc1ccco1)c1cc2nc(-c3cccs3)cc(C(F)(F)F)n2n1,-2%,.,-8%,7,-3%,-2%,1,-29,-18,-1%
CCOC(=O)C1CCCN(CCC(=O)Nc2cccc(C)c2)C1 (configuration not stated),11%,1%,?,?,1%,0%,14,13,1,2%
Cc1cc(OCC(=O)NCCc2c[nH]c3ccccc23)c2c(C)cc(=O)oc2c1,0%,-1%,?,0,2%,-12%,-16,10,-5,7%
COc1ccc(NC(=O)c2sccc2SCC#N)cc1,-1%,.,?,2,3%,-2%,0,11,4,3%
COC(=O)C1=C(O)/C(=C\c2ccc(OCC(=O)Nc3ccccc3)cc2)N=C1C,5%,2%,?,0,3%,-5%,-3,21,6,-2%
COc1cc(SC)ccc1C(=O)OC(C)C(=O)NC1CCCC1 (configuration not stated),5%,8%,?,-6,4%,11%,19,14,3,4%
CCC(=O)c1ccc(OCC(=O)OCC(=O)NC2CCCC2)cc1,-10%,-1%,15%,2,-1%,5%,-3,-12,-4,3%
CCCCNc1c(-c2ccc(OC)c(SC3CCCCC3)c2)nc2ccc(Cl)cn12,.,10%,-23%,.,3%,-7%,-8,2,7,22%
COc1ccc(CC(=O)N/N=C(\C)c2cccc(NC(=O)C3CC3)c2)cc1,-1%,-7%,-19%,-5,1%,-3%,29,-5,14,16%
OCCNCc1cccc(OCc2ccccc2Cl)c1,-8%,-10%,-6%,0,3%,4%,-7,8,5,1%
COC(=O)C1(CO)NC(c2ccc(C)cc2)C2C(=O)N(c3ccccc3)C(=O)C21 (configuration not stated),2%,1%,12%,-1,-1%,11%,5,0,0,12%
CCC(CC)C(=O)Nc1ccc(S(=O)(=O)Nc2nccs2)cc1,-7%,-1%,8%,-2,2%,3%,8,1,0,-11%
CCOc1cc(C#N)c(NC(=O)c2cccnc2)cc1OCC,1%,1%,7%,.,1%,0%,13,1,-5,-5%
CN(CC(=O)NC1CCCCC1)S(=O)(=O)c1ccc(Br)s1,0%,-1%,.,-2,.,.,.,-2,?,.
Cc1cccc(C)c1NC(=O)C1CCN(C(=O)c2cccs2)CC1,-4%,1%,-7%,0,-2%,0%,-12,-15,5,1%
Cc1cc(C)c(NC(=O)CN(C)C(C)C(=O)N2CCc3ccccc32)c(C)c1 (configuration not stated),26%,15%,-28%,1,7%,-1%,-17,-4,-35,12%
O=C(N/N=C/c1ccc(OCC(=O)N2CCCC2)cc1)C(=O)NC1CC1,-3%,4%,?,-3,6%,0%,-3,13,9,4%
CC12COC3(C(=O)Nc4nccs4)CC1CCC32C (configuration not stated),-1%,7%,?,-2,1%,11%,-1,9,0,0%
S=C1NC(c2cccs2)=CC(c2ccc(Br)cc2)N1 (configuration not stated),?,3%[46.1 µM],0%,-2,0%,-2%,5,0,-11,-1%
Cc1ccc2nc(NCc3ccccc3)c(C=O)c(=O)n2c1,19%,4%[46.1 µM],?,15,2%,-15%,13,-5,-2,6%
CC(Sc1nnc(COc2ccc([N+](=O)[O-])cc2)n1-c1ccccc1)C(=O)O (configuration not stated),-10%,1%,-8%,-1,5%,4%[11.5 µM],-4,-1,1,5%
CCOc1ccccc1CN1CCN(Cc2ccc3cc(F)ccc3n2)CC1CCO (configuration not stated),-1%,-6%,-7%,1,0%,7%,10,10,?,6%
CC1CCN(C(=O)CSc2nc3ncccc3[nH]2)CC1,-3%,11%,?,-5,2%,19%,-4,3,6,1%
CC1CCCC(NC(=O)C2N(CCCN3CCCC3)C(=O)C3C(C(=O)Nc4ccc(Cl)cc4)C4C=CC32O4)C1C (configuration not stated),0%,2%,-8%,0,?,4%,14,4,12,-3%
Cc1csc(Cn2c(CN(C)C)nc3ccccc3c2=O)n1,-4%,4%,-3%,3,-1%,6%,-1,0,-13,-18%
COC(=O)c1cc2c(C)[nH]c(C)c2cc(C(=O)OC)c1=O,-4%,1%[46.1 µM],-1%,1,-3%,0%,-8,-21,2,3%
COc1cccc(CCN2C(=O)C(=O)N([C@@H](CNCc3ccccc3)Cc3ccccc3F)C[C@@H]2C(C)(C)C)c1,0%,14%,0%,-1,-1%,-19%,-3,3,-25,6%
CCCC(C(=O)NCc1ccc(OC)cc1)N(Cc1ccco1)C(=O)c1snc(C(N)=O)c1N (configuration not stated),1%,1%,?,2,-1%,2%,11,0,6,0%[15.4 µM]
COc1ccc(CNC(=O)c2ccccc2SC)cc1,-1%,-7%,4%,0,0%,-2%,8,-7,-9,2%
COc1ccc(-n2c(-c3ccccc3)nc(=S)c3c2CCCC3)cc1,-1%,-1%,7%,-2,4%,-3%,0,2,-3,-11%
COC(=O)c1ccc(CNC(=O)COC(=O)c2ccc(N(C)C)cc2)cc1,1%,-27%,-18%,19,4%,4%,8,1,-6,1%
